esBAF inh: SWI/SNF esBAF complex inhibition. reporter increase, % at 12.5 µM. mouse ES cells, Bmi1-luciferase knock-in reporter, 24 h; 100% = twice the neutral-well signal. AID 602393. 350,000 compounds, 2% hits; in the data active = activation above about 40%; inconclusive = no clear call, values can overlap the other calls;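 also: 0% = median of the plate's neutral control wells and 100% = double that signal; a rise in the Bmi1 reporter signal indicates esBAF inhibition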
S100A4 MyoIIA: S100A4-myosin IIA interaction inhibition. P26447. S100A4/TAMRA-MyoIIA peptide fluorescence polarization. inhibition, % at 10.7 µM. 360,000 compounds, 0.14% hits. AID 652163;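 active = mean inhibition of at least 70% across replicates, with every replicate also reaching that level; inconclusive = mean inhibition reaches 70% but some replicates fall short; inactive = mean inhibition below 70%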
Target sequence (P26447 whole entry, looked up): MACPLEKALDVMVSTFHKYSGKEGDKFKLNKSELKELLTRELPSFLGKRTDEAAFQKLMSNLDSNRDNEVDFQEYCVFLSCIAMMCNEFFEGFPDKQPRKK
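Compound dosing: one dose per compound; test system: human S100A4 monomer with TAMRA-labelled myosin IIA peptide; probe or stimulus: TAMRA-labelled myosin IIA heavy-chain peptide probe, 5 nM; medium: HEPES buffer with Ca2+, pH 7.2; schedule: 5 min incubation before reading; benchmarks: neutral control DMSO, positive control TFP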
SIRT5 inh: sirtuin-5 (human) deacylase inhibition; 330,000 compounds, 1.1% hits; inhibition, % at 15 µM; Purified SirT5, succinyl-peptide AMC, trypsin-coupled fluorescence; in the data active = inhibition above about 15%; inconclusive = no clear call, values can overlap the other calls
Target sequence (Q9NXA8 whole entry, looked up): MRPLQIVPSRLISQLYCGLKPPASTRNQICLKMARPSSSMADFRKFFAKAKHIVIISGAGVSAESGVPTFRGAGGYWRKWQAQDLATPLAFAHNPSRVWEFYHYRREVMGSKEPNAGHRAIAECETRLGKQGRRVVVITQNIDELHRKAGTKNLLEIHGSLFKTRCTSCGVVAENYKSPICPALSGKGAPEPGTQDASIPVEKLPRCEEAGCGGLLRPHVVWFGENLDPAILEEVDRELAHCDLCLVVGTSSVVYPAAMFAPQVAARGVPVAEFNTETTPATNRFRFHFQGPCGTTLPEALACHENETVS
LGR2 antag: blocks bursicon-induced cAMP signaling via Drosophila LGR2; HEK293 LGR2, CRE-luciferase, bursicon-stimulated, 4 h; inhibition, % at 9.99 µM; 380,000 compounds, 0.35% hits;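 active = drop in luminescence signal, shown as inhibition above about 50% in the replicate tests, limit read from the data, passing the limit was not always enough; inconclusive = probably only some replicates passing the limit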;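 also: agonist challenge used bursicon conditioned medium at about half maximal strength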
FN deposit inh: fibronectin deposition inhibition; AH1F fibroblasts, Alexa488-fibronectin deposition fluorescence, overnight; inhibition, % at 12.6 µM; 350,000 compounds, 0.086% hits;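 active = mean inhibition across replicates of 30% or more, regardless of how many single replicates reach that level; inconclusive = mean under 30% yet at least half of replicates reach 30%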;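 also: positive control wells lacked labelled fibronectin entirely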
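Measured by – fluorescence 485/525 nm · System – AH1F fibroblast monolayer, labelled fibronectin deposition · Amount – 10000 cells per well · Buffer or medium – serum-reduced DMEM (2% serum) · Doses – single dose, pinned · Also added – fluorescent fibronectin at 24 nM final · Schedule – 1 h cell attachment, overnight exposure to compound and label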
CASP6 VEID inh: blocks human caspase-6 cleavage activity; P55212; purified caspase-6, Z-VEID-R110 cleavage fluorescence; inhibition, % at 12.5 µM; 350,000 compounds, 0.53% hits;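 active = mean inhibition across replicates at least about 35%, with every replicate also reaching that limit, limit read from the data; inconclusive = only one of the two criteria met; inactive = neither criterion met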;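 also: 0% = median of neutral control wells and 100% = no fluorescence left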
Target sequence (P55212 24-179 limits assumed): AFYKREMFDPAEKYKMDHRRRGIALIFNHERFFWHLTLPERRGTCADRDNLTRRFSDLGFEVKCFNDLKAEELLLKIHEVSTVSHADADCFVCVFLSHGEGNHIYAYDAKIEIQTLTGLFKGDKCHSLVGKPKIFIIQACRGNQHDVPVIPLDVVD
Target sequence (P55212 194-293 limits assumed): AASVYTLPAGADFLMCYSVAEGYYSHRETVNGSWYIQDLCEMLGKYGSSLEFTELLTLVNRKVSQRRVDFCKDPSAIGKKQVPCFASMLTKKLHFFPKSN
C2C12 statin: suppression of simvastatin myotoxicity. C2C12 myotubes + simvastatin, ATP luminescence, 48 h; scaled: DMSO 0, geranylgeraniol control 100. rescue of ATP level, % at 7.49 µM. 330,000 compounds, 0.78% hits. AID 602340;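 active = mean ATP rescue above about 67%, or every replicate alone reaching that limit, limit read from the data, passing the limit was not always enough; inconclusive = no clear call, values can overlap the other calls; inactive = mean under the limit and some replicate under it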;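 also: myotubes were challenged with 10 µM simvastatin during compound exposure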
Starred values were filed as active, the others as inactive; ? = inconclusive; / = no result given. Not all compounds are listed, so the mix of outcomes need not match the whole.

#	smiles	esBAF inh	S100A4 MyoIIA	SIRT5 inh	LGR2 antag	FN deposit inh	CASP6 VEID inh	C2C12 statin
1	CCC(=O)N[C@@H]1C=C[C@H](CC(=O)NCc2cc(F)cc(F)c2)O[C@H]1CO	1	17	3	-15	2	1	-7
2	C[C@@H]1CCCCO[C@H](CN(C)C(=O)Cc2ccccc2)[C@@H](C)CN([C@@H](C)CO)C(=O)c2cc(NS(=O)(=O)c3cn(C)cn3)ccc2O1	-1	10	1	-25	/	0	?
3	S=C(NCCCc1cnc[nH]1)NCCCN(Cc1ccc(Cl)cc1)c1ccc(Br)cn1	4	5	/	-23	-4	-9	13
4	CC(C)C(NC(=O)c1ccccc1NC(=O)c1ccccc1)C(=O)NNC(=O)c1ccncc1 (configuration not stated)	-1	-4	0	11	-20	2	8
5	COc1cccc(NC(=O)CSc2nc3ccccc3c(=O)n2CCCC(=O)NCCCN2CCOCC2)c1	8	5	-2	-9	-10	-2	-10
6	O=C(NCC1CCCO1)c1ccc(Cl)c(S(=O)(=O)N2CCCCC2)c1 (configuration not stated)	/	1	-2	-7	-4	-2	/
7	C[C@@H]1CN([C@@H](C)CO)C(=O)c2cc(NC(=O)Nc3ccccc3)ccc2O[C@@H]1CN(C)S(=O)(=O)c1ccccc1	-2	3	-3	9	/	-3	-34
8	Cc1cc(=O)oc(C)c1C(=O)N1CCCCC1	3	/	/	/	5	/	12

Reprinted from the part before: 2 compounds, followed by the next part.
#	smiles	esBAF inh	S100A4 MyoIIA	SIRT5 inh	LGR2 antag	FN deposit inh	CASP6 VEID inh	C2C12 statin
7	C[C@@H]1CN([C@@H](C)CO)C(=O)c2cc(NC(=O)Nc3ccccc3)ccc2O[C@@H]1CN(C)S(=O)(=O)c1ccccc1	-2	3	-3	9	/	-3	-34
8	Cc1cc(=O)oc(C)c1C(=O)N1CCCCC1	3	/	/	/	5	/	12
9	CCN(CC)CCNC(=S)Nc1ccc(Cl)cc1	/	5	-3	/	6	8	/
10	CCCCn1c(N)c(N(CCOC)C(=O)c2ccc(Cl)c(S(=O)(=O)N3CCCCC3)c2)c(=O)[nH]c1=O	6	22	-5	5	-1	-3	2
11	Cc1noc(C)c1C(=O)Nc1nc2ccccc2s1	72*	3	-3	6	/	2	4
12	CC(C)C#Cc1ccc2c(c1)O[C@H](CN(C)C(=O)C1CCC1)[C@@H](C)CN([C@@H](C)CO)S2(=O)=O	/	/	/	5	-2	/	1
13	Cc1ccc(C(C)NC(=O)c2ccncc2)c(C)c1 (configuration not stated)	2	-3	-4	-7	1	1	5
14	COC(=O)c1ccccc1S(=O)(=O)N1CCC(NC(=O)C(Cc2cccc(OC)c2OC)NC(C)=O)CC1 (configuration not stated)	0	0	0	-3	2	-1	1
15	CC(C)CC#Cc1ccc2c(c1)O[C@H](CN(C)C(=O)C1CCOCC1)[C@@H](C)CN([C@H](C)CO)S2(=O)=O	0	-18	2	-21	/	3	6
16	O=C1CSc2ccc(C(=O)NCc3ccccn3)cc2N1	-5	0	-8	2	2	-3	7
17	O=C(CCN1C(=O)/C(=C/C=C/c2ccccc2)SC1=S)Nc1cccnc1	67*	4	-5	-23	/	-1	-30
18	CCOc1ccc(NC(=O)COc2ccc(-n3cnnn3)cc2)cc1	-2	-6	1	10	0	-2	-3
19	Cc1cccc(NC(=O)CSc2nnc([C@@H]3CCCN3C(=O)OC(C)(C)C)o2)c1C	-13	/	/	20	/	/	3
20	CC(NC(=O)CN1CCOCC1)c1ccc(F)cc1 (configuration not stated)	-6	-2	-4	12	7	1	3
21	CN(C(=O)CCc1nnc(CCCCc2ccccc2)o1)C1CC(C)(C)NC(C)(C)C1	/	-5	27*	-5	1	2	/
22	Cc1nc(COc2ccc(C(=O)NCc3ccccc3CN3CCCCC3)cc2)cs1	7	-1	0	-20	9	-5	-36
23	Cc1ccc(C(=O)NC2CCCC2)s1	/	2	-2	6	/	3	/
24	CCCCn1c2ccc(C)cc2c2nnc(SCCN3CCCCC3)nc21	3	-9	3	-20	-4	-3	-22
25	O=C1/C(=C/c2cccs2)SC(=S)N1C1CCS(=O)(=O)C1 (configuration not stated)	/	3	-4	?	-5	6	/
26	O=C(NC1CCCCC1)c1ccc(CS(=O)Cc2ccccc2Cl)o1 (configuration not stated)	5	-1	-3	-13	5	-2	-1
27	C=CCNc1nc(NCc2ccc(N(C)C)cc2)c2sc(-c3ccccc3)cc2n1	?	7	/	-124	4	1	-51
28	O=[N+]([O-])c1cccc(S(=O)(=O)Nc2ccc(-c3ccc(N4CCOCC4)nn3)cc2)c1	0	8	-5	-2	-12	4	-5
29	COc1cc(C(=O)NCC(=O)OCc2cc(=O)oc3c(C)c(C)ccc23)cc(OC)c1OC	/	4	-2	-2	4	5	/
30	COc1ccc(S(=O)(=O)NC(N)=NCCc2ccccc2OC)cc1	-1	21	0	19	1	0	2
31	CNC[C@H]1OCCCC[C@@H](C)Oc2ccc(NC(=O)NC3CCCCC3)cc2C(=O)N([C@H](C)CO)C[C@@H]1C	2	1	-3	-9	/	-2	6
32	CCCN1C[C@H](C)[C@@H](OC)CN(C)C(=O)c2cc(NC(=O)COC)ccc2OC[C@@H]1C	-3	/	/	-10	16	/	-15
33	Cc1cc[n+](CC(=O)N2CCCc3ccccc32)cc1	-9	-3	7	11	-9	-3	-3
34	C[C@@H](NC(=O)C[C@H]1C=C[C@H](NC(=O)Nc2ccc3c(c2)OCO3)[C@@H](CO)O1)c1ccccc1	0	-6	2	-2	-6	3	4
35	COc1ccccc1-c1nnc(SCc2nc3ccccc3s2)n1C	10	2	-1	-44	/	0	17
36	CCOC(=O)c1cnc(-n2nc(C)cc2C)nc1N1CCOCC1	6	/	/	/	1	/	1
37	CN(CC(=O)Nc1ccc(N2CCOCC2)cc1)C(=O)C1CCCC1	-5	2	1	-7	21	-1	1
38	C=CCSc1nc(=O)n2ccccc2n1	3	-2	-3	27	3	-7	100*
39	CO[C@@H]1CN(C)C(=O)c2cc(NC(C)=O)ccc2OC[C@@H](C)N(C(=O)c2ccccc2)C[C@H]1C	5	11	-2	-9	-4	-1	0
40	C=CCOC(=O)C1=C[C@H](c2ccccc2)[C@@H](CCCO)[C@H](OCC)O1	0	-1	4	4	-4	-1	13
41	C[C@H]1COC[C@@H](C/C=C/c2ccccc2)N1c1ccccc1	2	-6	/	-1	7	-2	2
42	COc1ccccc1-n1c(SCC(=O)NC2CCCCC2)nc2c(c1=O)SCC2	7	2	4	18	0	8	25
43	COc1cc(/C=C2\CCOC2=O)cc(OC)c1OC	-18	-11	0	-2	-7	1	8
44	Cc1sc2ncn(CC(=O)N(C)C3CCCCC3)c(=O)c2c1C	-6	2	-1	15	1	0	6
45	COc1ccc(S(=O)(=O)N2CCCCC2)cc1NC(=O)C1CC(=O)N(Cc2ccco2)C1 (configuration not stated)	-7	-2	0	3	3	5	4
46	CCCN1[C@@H]2c3ccc(-c4ccccc4)c(=O)n3C[C@@H]2[C@@H](CO)[C@@H]1C(=O)NCC1CC1	-1	32	9	-7	/	0	2
47	CCOC(=O)C1CCN(C(=O)C2CCN(S(=O)(=O)c3ccc4ccccc4c3)CC2)CC1	/	-8	-1	8	3	4	/
48	CCOc1cc(N2CCOCC2)c(OCC)cc1NC(=S)NCCCOC	/	-2	0	-9	1	3	/
49	Oc1ccccc1C(=S)N1CCN(c2cccc(Cl)c2)CC1	-12	-1	-4	9	-6	4	14
50	Cc1ccc(S(=O)(=O)Nc2ccccc2C(=O)Nc2nc(-c3ccc(F)cc3)cs2)cc1	/	-2	-4	33	0	-1	/
51	O=C(Nc1ccc2c(c1)OCO2)N[C@@H]1CC[C@H](CCNC(=O)C2CCCCC2)O[C@@H]1CO	-1	-3	4	7	/	3	7
52	CC(C(=O)NC1CCCCC1)N1CCN(S(=O)(=O)c2cccs2)CC1 (configuration not stated)	3	-2	1	3	-5	-1	-3
53	C=CCC[C@H](Cc1ccc(F)cc1)C(=O)OC[C@@H](Cc1c[nH]c2ccccc12)NC(=O)[C@@H](CC=C)CC(=O)N[C@H](CO)Cc1ccccc1	5	9	/	16	3	1	-1
54	Cc1noc(C)c1-c1ccc(C(=O)Nc2cccc(C(F)(F)F)c2)c2occc12	53*	16	19*	-5	-12	1	-6
55	CNC[C@@H]1OCCCC[C@@H](C)Oc2ccc(NS(=O)(=O)c3ccc(C)cc3)cc2C(=O)N([C@H](C)CO)C[C@@H]1C	-5	-2	0	1	-4	-1	1
56	C[C@@H]1CCCCO[C@@H](CN(C)C(=O)Nc2ccc3c(c2)OCO3)[C@@H](C)CN([C@H](C)CO)C(=O)c2cc(NS(C)(=O)=O)ccc2O1	-4	10	/	-8	/	0	/
57	NC(=O)CC(NC(=O)Cc1ccc(Cl)cc1)c1ccc(N2CCC(Cc3ccccc3)CC2)c([N+](=O)[O-])c1 (configuration not stated)	-5	-3	-2	-13	16	-1	-3
58	Nc1nc(-c2ccccn2)nc(N)c1Cc1c(F)cccc1Cl	/	-5	-4	-5	-8	/	/
59	CCc1ccc(N2CC(C(=O)Nc3ccc(F)cc3)CC2=O)cc1 (configuration not stated)	-10	-2	1	5	0	7	-7
60	CN(C)C(=O)C[C@@H]1CC[C@@H]2[C@H](COc3ccc(NC(=O)C4CCOCC4)cc3C(=O)N2C)O1	-2	3	0	4	-22	1	12
61	COc1cccc(S(=O)(=O)N[C@@H]2CC[C@@H](CCNC(=O)Cc3ccncc3)O[C@H]2CO)c1	2	5	1	-3	11	-2	1
62	COC(=O)[C@@]1(C)[C@H]2C(=O)N(C)C(=O)[C@H]2[C@H]2CN=C(SCC(=O)c3ccccc3)N21	-4	-4	2	-19	-8	0	16
63	O=C(Nc1cccc(F)c1)N1CCCCN2[C@@H](CO)[C@@H](c3ccc(C#CC4CC4)cc3)[C@@H]2C1	/	1	-2	9	/	2	/
64	Cc1nnc(SCc2cc(=O)[nH]c(/N=C(\N)Nc3ccccc3Sc3ccccc3)n2)s1	/	-4	-2	-7	-2	-1	/

Carrying on.
#	smiles	esBAF inh	S100A4 MyoIIA	SIRT5 inh	LGR2 antag	FN deposit inh	CASP6 VEID inh	C2C12 statin
65	CCCCn1c(N)c(N(CCC(C)C)C(=O)C2=COCCO2)c(=O)[nH]c1=O	-10	-5	-1	-4	0	0	-3
66	CNc1snc(C)c1C(=O)OCC(=O)c1cc(F)ccc1OC	-5	7	-6	-1	1	1	-17
67	CC(=O)c1ccc(N2CCN(C(=S)Nc3cc(C)ccc3C)CC2)cc1	2	-2	-4	-1	-11	1	5
68	CCOC(=O)CSc1nc2nc(Cl)c(Cl)nc2[nH]1	/	-8	-53	-25	-3	-1	/

Compound activity as filed in PubChem.
